M1 PAM: potentiates human M1 receptor response to acetylcholine. P11229. CHO-K1 hM1, Fluo-8 calcium fluorescence, ACh EC20; 0% = ACh EC20, 100% = maximal ACh. activation, % at 3 µM. 360,000 compounds, 0.088% hits. AID 588819; in the data active means activation above about 19%, passing the limit was not always enough
M5 ag: CHRM5 agonism in calcium assay; activation, % at 3 µM; P08912; 360,000 compounds, 0.19% hits; CHO-K1 hM5 cells, Fluo-8 calcium fluorescence; 0% DMSO wells, 100% maximal acetylcholine response;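 active means activation above the run's mean over test compounds plus 3 SD, cut at about 23% in these data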;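 further: signal is peak over basal fluorescence ratio across the kinetic read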
Target sequence (P08912 whole entry, looked up): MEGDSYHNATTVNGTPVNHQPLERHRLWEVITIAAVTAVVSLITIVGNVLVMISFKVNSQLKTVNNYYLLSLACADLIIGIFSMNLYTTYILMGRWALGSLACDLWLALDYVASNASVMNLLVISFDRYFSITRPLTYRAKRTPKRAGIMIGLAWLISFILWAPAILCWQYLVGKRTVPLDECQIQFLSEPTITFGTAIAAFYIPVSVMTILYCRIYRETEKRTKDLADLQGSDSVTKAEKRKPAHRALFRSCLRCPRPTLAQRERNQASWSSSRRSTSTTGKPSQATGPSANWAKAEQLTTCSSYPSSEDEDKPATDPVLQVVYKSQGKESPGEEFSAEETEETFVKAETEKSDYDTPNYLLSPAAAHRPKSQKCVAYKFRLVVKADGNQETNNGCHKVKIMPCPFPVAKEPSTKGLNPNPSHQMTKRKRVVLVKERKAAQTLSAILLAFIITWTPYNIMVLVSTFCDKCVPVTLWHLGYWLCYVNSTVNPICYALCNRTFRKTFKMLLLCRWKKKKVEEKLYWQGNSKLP
CRFR2-BP antag: blocks CRF-induced signaling of the CRF-BP/CRF-R2 complex | HEK293 CRF-R2/CRF-BP, CRF-induced calcium fluorescence | inhibition, % at 11.8 µM | 350,000 compounds, 0.59% hits | AID 588475;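 active means inhibition of the ligand-induced calcium signal above about 50% at the single tested concentration, limit read from the data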
CRFBP-R2 agonist: agonists of human CRF-binding protein/CRF-R2 receptor complex; 350,000 compounds, 0.46% hits; HEK293 CRF-R2/CRF-BP, calcium dye fluorescence (FLIPR); percent of saturating CRF peptide response; activation, % at 13.2 µM;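 active means activation of at least 50%, plus an integration ratio under a set limit after plate pattern correction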;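 further: plate controls were neutral control wells without compound for no effect and CRF at EC100 for full effect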
CHRM4 antagonist: blocks acetylcholine activation of human M4 receptor. AID 624125. CHO-hM4 cells, ACh EC80, Fluo-8 calcium fluorescence. P08173. 360,000 compounds, 0.73% hits. inhibition, % at 3 µM;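 active means inhibition above its plate's cutoff, the mean inhibition of sample wells plus 3 SD, cut at about 27% in these data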;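 further: 0% = acetylcholine EC80 with DMSO and 100% = DMSO without agonist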
Target sequence (P08173 whole entry, looked up): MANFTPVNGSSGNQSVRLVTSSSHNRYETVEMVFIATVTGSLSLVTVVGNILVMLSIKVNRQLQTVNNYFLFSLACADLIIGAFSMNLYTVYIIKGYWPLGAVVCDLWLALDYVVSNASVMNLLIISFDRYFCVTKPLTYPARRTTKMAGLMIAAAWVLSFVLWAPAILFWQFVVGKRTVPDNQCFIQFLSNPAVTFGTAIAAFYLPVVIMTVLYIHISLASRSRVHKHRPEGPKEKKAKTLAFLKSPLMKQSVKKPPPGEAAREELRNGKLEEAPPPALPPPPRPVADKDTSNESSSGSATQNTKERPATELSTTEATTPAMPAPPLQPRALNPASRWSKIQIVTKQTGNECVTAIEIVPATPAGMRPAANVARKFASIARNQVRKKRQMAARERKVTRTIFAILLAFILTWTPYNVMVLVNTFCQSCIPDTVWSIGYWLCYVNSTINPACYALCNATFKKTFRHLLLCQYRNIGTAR
M5 antag: antagonists of human muscarinic M5 receptor (CHRM5); CHO-hM5 cells, Fluo-8 calcium fluorescence, ACh EC80; inhibition, % at 3 µM; 360,000 compounds, 0.59% hits;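 active means inhibition above a per-plate cutoff, the mean of that plate's test compounds plus 3 SD, cut at about 27% in these data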;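 further: 0% = acetylcholine EC80 with DMSO and 100% = DMSO without agonist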
CHRM4 PAM: positive allosteric modulators of human muscarinic M4 receptor; activation, % at 3 µM; 360,000 compounds, 0.4% hits; P08173; CHO-K1 hM4/Gqi5, Fluo-8 calcium fluorescence, ACh EC20; 0% = ACh EC20, 100% = maximal ACh;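 active means activation above its plate's cutoff, the mean activation of sample wells plus 3 SD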; further: some results filed as inactive read as strong as hits
M5 PAM: positive allosteric modulators of human muscarinic M5 receptor. AID 624038. 360,000 compounds, 0.3% hits. CHO-K1 hM5, Fluo-8 calcium, ACh EC20 PAM; 0% = ACh EC20, 100% = ACh EC100. activation, % at 3 µM;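 active means activation above the run cutoff, the mean activation of all test compounds plus 3 SD, cut at about 18% in these data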
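System – CHO-K1 hM5 cells · Compound – 3 µM, single dose · Incubation – compound preincubation 140 s before EC20 acetylcholine addition · Technique – Fluo-8 calcium fluorescence · Measure – Max/basal fluorescence ratio as % of EC20–EC100 ACh window · Benchmarks – low control EC20 acetylcholine (0%), high control EC100 acetylcholine (100%) · Replication – singlicate, one well per test compound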
M4 ag: CHRM4 agonism in calcium assay. CHO-K1 hM4/Gqi5, Fluo-8 calcium fluorescence; vehicle 0%, full acetylcholine response 100%. P08173. AID 624127. 360,000 compounds, 0.14% hits. activation, % at 3 µM;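 active means activation above the run mean over all test wells plus 3 SD, cut at about 32% in these data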;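 further: peak over basal fluorescence ratio per well then scaled between controls; 0% = DMSO wells and 100% = acetylcholine at EC100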
Starred values were filed as active, the others as inactive.

O=S(=O)(/N=C(/c1ccc(Cl)cc1)N1CCOCC1)c1ccc(Cl)cc1 was read as M1 PAM 8.9, M5 ag -3.9, CRFR2-BP antag -11.7, CRFBP-R2 agonist -0.4, CHRM4 antagonist 4.0, M5 antag -4.1, CHRM4 PAM 0.2, M5 PAM 1.3 and M4 ag 0.0.
`C/C(=N\OC(=O)c1ccc(F)cc1)c1sc(-c2ccc(Cl)cc2)nc1C` gave M1 PAM 8.8, M5 ag 1.1, CRFR2-BP antag -0.1, CRFBP-R2 agonist -1.2, CHRM4 antagonist 2.4, M5 antag -1.7, CHRM4 PAM 3.0, M5 PAM 11.5 and M4 ag -0.1.
Screening FC(F)(F)c1cccc(-c2cc(C3CCNCC3)[nH]n2)c1 returned M1 PAM 5.2, M5 ag -2.4, CRFR2-BP antag -10.6, CRFBP-R2 agonist -0.3, CHRM4 antagonist -10.9, M5 antag 9.1, CHRM4 PAM 8.3, M5 PAM -1.3 and M4 ag 0.3.
COc1ccc(C(=O)CSc2nnc(COc3ccccc3)n2Cc2ccco2)cc1 was read as M1 PAM -3.8, M5 ag -3.7, CRFR2-BP antag 19.6, CRFBP-R2 agonist 2.0, CHRM4 antagonist 13.5, M5 antag 7.0, CHRM4 PAM -16.5, M5 PAM -11.3 and M4 ag 1.7.
For O=[N+]([O-])c1ccccc1OCCCNCc1ccccc1 the results were M1 PAM -6.4, M5 ag 0.8, CRFR2-BP antag 6.2, CRFBP-R2 agonist -1.7, CHRM4 antagonist -1.5, M5 antag 13.3, CHRM4 PAM -9.5, M5 PAM -10.7 and M4 ag 11.7.
For COc1ccc(CNS(=O)(=O)c2ccc3c(c2)C(C)(C)C(=O)N3C)cc1 the results were M1 PAM 12.6, M5 ag -3.1, CRFR2-BP antag 16.0, CRFBP-R2 agonist -1.0, CHRM4 antagonist -0.5, M5 antag 8.6, CHRM4 PAM 4.0, M5 PAM -1.6 and M4 ag 5.0.
CC(=O)Nc1sc(N/N=C/c2ccc(C)cc2)nc1-c1ccc(C)cc1 was read as M1 PAM -1.2, M5 ag -0.8, CRFR2-BP antag -21.1, CRFBP-R2 agonist -4.6, CHRM4 antagonist 0.6, M5 antag 1.2, CHRM4 PAM 3.1, M5 PAM -4.0 and M4 ag 0.5.
O=c1ccc(S(=O)(=O)N2CCCC2)cn1Cc1nc(-c2ccccc2)no1 was read as M1 PAM -2.2, M5 ag -5.4, CRFR2-BP antag 3.0, CRFBP-R2 agonist 0.2, CHRM4 antagonist -2.5, M5 antag -0.1, CHRM4 PAM -1.3, M5 PAM -5.0 and M4 ag 9.1.
Screening S=C(Nc1ccccn1)Nc1ccccc1Cl returned M1 PAM 3.1, M5 ag -5.1, CRFR2-BP antag -12.8, CRFBP-R2 agonist 0.3, CHRM4 antagonist 4.7, M5 antag 7.0, CHRM4 PAM -3.2, M5 PAM -3.5 and M4 ag 0.3.
`CC1CC(C)CN(S(=O)(=O)c2ccc(C(=O)N(c3ccccn3)C3CCCCC3)cc2)C1` (configuration not stated) gave M1 PAM 3.6, M5 ag -7.8, CRFR2-BP antag -0.5, CRFBP-R2 agonist -1.1, CHRM4 antagonist 3.0, M5 antag 6.1, CHRM4 PAM 4.7, M5 PAM 4.0 and M4 ag -0.5.
For Cc1ccc(-n2c(SCc3nc4ccccc4c(=O)[nH]3)nnc2-c2ccccc2O)cc1 the results were M1 PAM 3.7, M5 ag -8.2, CRFR2-BP antag 10.5, CRFBP-R2 agonist -5.1, CHRM4 antagonist -6.4, M5 antag 8.2, CHRM4 PAM -0.9, M5 PAM -1.4 and M4 ag 1.2.
Screening COc1ccc(C(=O)COC(=O)Cc2c[nH]c3ccccc23)c(OC)c1 returned M1 PAM 5.2, M5 ag 0.7, CRFR2-BP antag -3.3, CRFBP-R2 agonist -0.7, CHRM4 antagonist -6.0, M5 antag 9.9, CHRM4 PAM 2.8, M5 PAM -7.3 and M4 ag 4.9.
For Cc1cccc(-c2oc3ccc(-c4ccc5c(c4)OCO5)cc3c2/C=C/c2ccc(N)cc2)c1 the results were M1 PAM 0.2, M5 ag 1.6, CRFR2-BP antag 18.3, CRFBP-R2 agonist 1.9, CHRM4 antagonist -4.5, M5 antag 5.6, CHRM4 PAM 9.1, M5 PAM 0.1 and M4 ag 1.3.
Screening O=C(CSc1ccc([N+](=O)[O-])cc1)NNC(=O)c1ccccc1F returned M1 PAM 10.8, M5 ag -1.7, CRFR2-BP antag 9.9, CRFBP-R2 agonist 0.4, CHRM4 antagonist -1.4, M5 antag -2.8, CHRM4 PAM -1.9, M5 PAM -1.2 and M4 ag -1.8.
Screening CCOC1CCCCC1NS(=O)(=O)c1ccc(Cl)cc1 (configuration not stated) returned M1 PAM 0.0, M5 ag 0.3, CRFR2-BP antag -4.6, CRFBP-R2 agonist -0.6, CHRM4 antagonist 1.9, M5 antag 11.2, CHRM4 PAM 6.5, M5 PAM 0.2 and M4 ag 1.0.
COc1ccc(NC(=O)CSc2nnc(C3CCCCC3)n2N)cc1OC was read as M1 PAM 2.6, M5 ag -4.7, CRFR2-BP antag 1.1, CRFBP-R2 agonist -2.0, CHRM4 antagonist 11.7, M5 antag 0.4, CHRM4 PAM 0.5, M5 PAM -3.2 and M4 ag 1.1.
Screening S=c1nc2ccccc2c2nc(-c3cccnc3)[nH]n12 returned M1 PAM 2.2, M5 ag -0.6, CRFR2-BP antag 5.9, CRFBP-R2 agonist 1.5, CHRM4 antagonist -2.7, M5 antag 6.7, CHRM4 PAM -11.8, M5 PAM 1.3 and M4 ag 0.3.
`COc1cccc(CN(C)CC(=O)Nc2ccccc2C(=O)NC2CC2)c1` gave M1 PAM -0.5, M5 ag 3.1, CRFR2-BP antag -2.4, CRFBP-R2 agonist 0.5, CHRM4 antagonist -0.9, M5 antag 5.7, CHRM4 PAM 0.0, M5 PAM 2.1 and M4 ag 5.6.
Screening CCOC(=O)Cc1ccc(Nc2nc3cc(-c4ccccc4C)sc3c(=O)n2C)cc1 returned M1 PAM 13.4, M5 ag -1.4, CHRM4 antagonist 1.6, M5 antag -9.7, CHRM4 PAM -1.8, M5 PAM 0.9 and M4 ag -0.1.
`O=C(CSc1ccsc1[N+](=O)[O-])N1CCCCC1` gave M1 PAM 1.6, M5 ag -7.2, CRFR2-BP antag 6.8, CRFBP-R2 agonist 0.8, CHRM4 antagonist -5.6, M5 antag 1.7, CHRM4 PAM 5.9, M5 PAM -3.6 and M4 ag 0.7.
CCCCOc1cccc(C(=O)NC(=S)Nc2cccnc2)c1 was read as M1 PAM -8.0, M5 ag 2.3, CRFR2-BP antag -48.5, CRFBP-R2 agonist -2.5, CHRM4 antagonist -4.8, M5 antag 11.2, CHRM4 PAM -9.8, M5 PAM -10.5 and M4 ag 1.9.
Screening CCCCSc1nc(C)cc(SCC(=O)N/N=C/c2cccc(OC)c2O)n1 returned M1 PAM -8.7, M5 ag 2.6, CRFR2-BP antag -1.7, CRFBP-R2 agonist 3.2, CHRM4 antagonist 18.8, M5 antag 16.6, CHRM4 PAM -10.4, M5 PAM -19.2 and M4 ag 9.8.
For COc1ccc(Cl)cc1NC(=O)CN1C(=O)NC(Cc2c[nH]c3ccccc23)C1=O (configuration not stated) the results were M1 PAM 18.0, M5 ag 3.7, CRFR2-BP antag -20.2, CRFBP-R2 agonist -3.7, CHRM4 antagonist -0.9, M5 antag 17.7, CHRM4 PAM -4.4, M5 PAM -3.1 and M4 ag 11.1.
Cc1cc(C)n2nc(SCC(N)=O)nc2n1 was read as M1 PAM 11.8, M5 ag -1.2, CRFR2-BP antag 7.6, CRFBP-R2 agonist -0.3, CHRM4 antagonist 1.4, M5 antag -3.8, CHRM4 PAM -9.5, M5 PAM -2.8 and M4 ag 0.6.
For Cc1cc(C)cc(OCC(=O)Nc2ccc(N3CCCCC3)cc2)c1 the results were M1 PAM 10.1, M5 ag 2.0, CRFR2-BP antag 9.1, CRFBP-R2 agonist -0.8, CHRM4 antagonist -13.2, M5 antag -2.8, CHRM4 PAM 14.2, M5 PAM 6.5 and M4 ag -1.2.
O=C(CN1CCN(S(=O)(=O)c2ccc(F)cc2)CC1)Nc1ccc2c(c1)OCO2 was read as M1 PAM -5.2, M5 ag -0.9, CRFR2-BP antag -4.5, CRFBP-R2 agonist 0.8, CHRM4 antagonist 5.6, M5 antag -5.5, CHRM4 PAM -0.6, M5 PAM -0.5 and M4 ag 1.3.
For COc1ccc(CNC(=O)Cn2cc([N+](=O)[O-])cn2)cc1 the results were M1 PAM 7.8, M5 ag 0.2, CRFR2-BP antag 12.2, CRFBP-R2 agonist -1.9, CHRM4 antagonist 1.4, M5 antag -9.1, CHRM4 PAM 6.7, M5 PAM 7.8 and M4 ag 1.8.
`CCc1nc2ccc(C(=O)NCC3CCCCC3)cn2c1N(C)Cc1ccc(OC)cc1` gave M1 PAM -21.6, M5 ag -3.8, CHRM4 antagonist 3.6, M5 antag 0.8, CHRM4 PAM -12.3, M5 PAM -9.6 and M4 ag 3.8.
Screening Cc1cn([C@H]2C[C@H](O)[C@@H](/C=C/C(=O)NCc3ccc4c(c3)OCO4)O2)c(=O)[nH]c1=O returned M1 PAM 1.3, M5 ag 2.5, CHRM4 antagonist 2.4, M5 antag 0.9, CHRM4 PAM -0.2, M5 PAM 6.1 and M4 ag 0.0.
Screening Cc1ccc2[nH]c3nc(SCC#N)nnc3c2c1 returned M1 PAM 18.1, M5 ag -2.4, CRFR2-BP antag 22.3, CRFBP-R2 agonist -1.3, CHRM4 antagonist 5.6, M5 antag 17.0, CHRM4 PAM -1.2, M5 PAM -2.0 and M4 ag 0.1.
For CC(=O)Nc1ccc(NC(=O)c2ccc(-c3ccnn3C)c3ccoc23)cc1 the results were M1 PAM 3.6, M5 ag 2.0, CHRM4 antagonist -12.2, M5 antag 0.9, CHRM4 PAM 3.8, M5 PAM -1.8 and M4 ag 7.3.
For C=CCn1c(N)c(C(=O)OCC(C)C)c2nc3ccccc3nc21 the results were M1 PAM 3.9, M5 ag -6.5, CRFR2-BP antag -4.7, CRFBP-R2 agonist 1.0, CHRM4 antagonist -1.3, M5 antag 1.5, CHRM4 PAM -1.8, M5 PAM 6.3 and M4 ag -0.3.
`COCCCN=C1NN=C(c2cc(C)n(-c3ccccc3)c2C)CS1` gave M1 PAM 3.4, M5 ag -0.1, CRFR2-BP antag 10.4, CRFBP-R2 agonist 0.6, CHRM4 antagonist 3.8, M5 antag 14.1, CHRM4 PAM -6.6, M5 PAM -1.8 and M4 ag -0.2.
`COc1ccc(NC(=O)CCNS(=O)(=O)c2ccccc2F)cc1S(N)(=O)=O` gave M1 PAM 7.9, M5 ag -2.5, CRFR2-BP antag 1.8, CRFBP-R2 agonist 1.6, CHRM4 antagonist -3.9, M5 antag -1.1, CHRM4 PAM 5.2, M5 PAM 7.7 and M4 ag 1.3.

In the list so far, these have a thiophene ring, fused or not:
Screening CCOC(=O)Cc1ccc(Nc2nc3cc(-c4ccccc4C)sc3c(=O)n2C)cc1 returned M1 PAM 13.4, M5 ag -1.4, CHRM4 antagonist 1.6, M5 antag -9.7, CHRM4 PAM -1.8, M5 PAM 0.9 and M4 ag -0.1.
`O=C(CSc1ccsc1[N+](=O)[O-])N1CCCCC1` gave M1 PAM 1.6, M5 ag -7.2, CRFR2-BP antag 6.8, CRFBP-R2 agonist 0.8, CHRM4 antagonist -5.6, M5 antag 1.7, CHRM4 PAM 5.9, M5 PAM -3.6 and M4 ag 0.7.

Screening results deposited in PubChem BioAssay by several laboratories.
